# Vif-A3G inh – inhibitors of Vif-APOBEC3G interaction; Q9HC16; HeLa A3G-eYFP + Vif (tagged APOBEC3G with the HIV-1 protein that degrades it), YFP fluorescence, overnight; Potency, µM (top dose mostly 46.1 µM), without a hit: at the highest dose activity, negative = active, actives largely listed as inhibitors; 410,000 compounds, 0.076% hits; AID 602310;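 further: potency means the concentration at half of the fitted maximal effect; on the % scale 0 is the no-effect control and ±100 the full control effect; nearly all actives have a fitted effect of over 60% in size; hits raise eYFP signal because A3G escapes Vif-driven loss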
# Target sequence (Q9HC16 whole entry, looked up): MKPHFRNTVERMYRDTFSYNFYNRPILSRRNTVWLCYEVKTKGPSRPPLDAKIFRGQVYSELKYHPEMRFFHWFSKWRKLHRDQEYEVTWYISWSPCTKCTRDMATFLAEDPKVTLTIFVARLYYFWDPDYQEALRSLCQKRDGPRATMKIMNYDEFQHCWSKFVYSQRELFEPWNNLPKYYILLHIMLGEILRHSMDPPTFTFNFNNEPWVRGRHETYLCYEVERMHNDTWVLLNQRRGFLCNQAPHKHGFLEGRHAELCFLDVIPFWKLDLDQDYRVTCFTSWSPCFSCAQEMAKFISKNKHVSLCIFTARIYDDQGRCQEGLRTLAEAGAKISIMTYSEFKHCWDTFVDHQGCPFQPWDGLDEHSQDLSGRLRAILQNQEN
#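 Read-out is eYFP fluorescence (Ex 488/Em 500-530) from Vif-expressing HeLa A3G-eYFP cells; more signal means A3G escaped Vif-mediated degradation. Cells plated overnight, compound pinned in, incubated overnight at 37 deg C.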
# LDHA inh – blocks human lactate dehydrogenase A. AID 1347041. 480,000 compounds, 0.15% hits. P00338. activity change, % (values are at about 110 or 230 µM). purified LDHA, NADH/diaphorase-resazurin fluorescence; active compounds read low; in the data active means activity change below about -30%; inconclusive means mostly about -25% to -30%;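 further: plate controls were DMSO wells for no effect and wells without enzyme for full effect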
#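 LDH5 2 nM; NADH 0.06 mM, pyruvate 0.2 mM; 200 mM Tris pH 7.4, EDTA, Tween-20; 5 min RT. Detection: diaphorase 0.133 mg/mL + resazurin 37 µM, fluorescence ex540/em590 at 0 and 20 min; normalized to enzyme-free and DMSO wells.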
# D2 PAM – D2 dopamine receptor (human) potentiation. HEK293 T-REx D2, calcium flux, EC20 dopamine potentiation. potentiation, % at 10 µM. 340,000 compounds, 0.34% hits;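 active means potentiation over 3 SD above the plate norm, cut at about 30% in these data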; further: 0% is about no effect
#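 Calcium flux readout, no-wash dye, 1 read/s. Inducible HEK293 Trex D2 line, overnight 30 C. Compound alone 180 s (agonist flags), then EC20 dopamine, another 180 s to score potentiation.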
# D1 ag – agonists of human D1 dopamine receptor. HEK293 T-REx D1 cells, calcium flux, agonist mode. activation, % at 2 µM. 360,000 compounds, 1% hits. P21728; in the data active means activation above about 30%; further: 0% is about no effect
#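 Tetracycline-induced HEK293 TREx D1 cells, force-coupled to calcium signalling, were dye-loaded with a no-wash calcium kit. Compound was pin-added after a 10 s baseline. Fluorescence was read kinetically at 1 cycle/s for 180 s, with calcium rises flagged as agonism.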
# RXFP1 ag – activates the human relaxin receptor RXFP1; 370,000 compounds, 0.3% hits; Q9HBX9; Potency, µM (top dose mostly 57.5 µM), inactives show at the highest dose activation, hits mostly activators; HEK293T-RXFP1 cAMP TR-FRET, 30 min; response scale: percent of porcine relaxin response, buffer zero; further: potency means the concentration at half of the fitted maximal effect; on the % scale 0 is the no-effect control and ±100 the full control effect; nearly all actives have a fitted effect of over 60% in size; many of its hits are not listed in these tables
# Target sequence (Q9HBX9 whole entry, looked up): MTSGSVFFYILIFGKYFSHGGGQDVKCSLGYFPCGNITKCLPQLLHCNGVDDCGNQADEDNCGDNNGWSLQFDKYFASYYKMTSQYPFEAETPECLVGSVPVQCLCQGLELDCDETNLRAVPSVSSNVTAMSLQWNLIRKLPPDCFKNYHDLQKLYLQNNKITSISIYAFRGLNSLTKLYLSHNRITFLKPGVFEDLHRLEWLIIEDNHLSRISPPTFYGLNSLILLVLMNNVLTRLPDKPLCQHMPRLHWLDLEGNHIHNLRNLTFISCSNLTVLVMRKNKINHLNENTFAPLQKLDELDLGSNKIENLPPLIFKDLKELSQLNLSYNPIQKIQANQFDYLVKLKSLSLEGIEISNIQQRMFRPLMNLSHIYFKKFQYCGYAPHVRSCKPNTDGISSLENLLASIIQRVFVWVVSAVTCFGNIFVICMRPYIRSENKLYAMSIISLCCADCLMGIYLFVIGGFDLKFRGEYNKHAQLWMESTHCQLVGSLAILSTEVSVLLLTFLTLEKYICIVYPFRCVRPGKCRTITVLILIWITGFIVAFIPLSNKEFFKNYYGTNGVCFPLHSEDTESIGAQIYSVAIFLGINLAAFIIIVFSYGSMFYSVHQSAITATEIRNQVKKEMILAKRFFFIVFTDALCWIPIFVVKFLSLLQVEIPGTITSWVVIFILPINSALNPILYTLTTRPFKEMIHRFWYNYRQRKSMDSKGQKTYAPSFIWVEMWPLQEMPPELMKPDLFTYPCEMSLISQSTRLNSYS
#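 HEK293 cells stably expressing RXFP1, treated 30 min at 37C with compounds plus PDE4 inhibitor Ro 20174; cAMP measured by HTRF TR-FRET. Normalized to buffer and 29 nM porcine relaxin; EC50 by Hill fit.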
# D1 PAM – potentiators of human D1 dopamine receptor | AID 504651 | 360,000 compounds, 0.036% hits | potentiation, % at 10 µM | HEK293 TREx D1 cells, calcium flux, dopamine EC20 potentiation; in the data active means potentiation above about 30%; further: 0% is about no effect
# GRP78 ERSR act – inducers of ER stress response in human glioma cells; 420,000 compounds, 0.02% hits; U87-MG GRP78 promoter luciferase reporter, 16 h; Potency, µM, for inactives: at the highest dose activation, hits mostly activators; AID 602332; further: potency means the concentration at half of the fitted maximal effect; series mostly up to about 76 µM; % of control where 0% means no effect; nearly all actives have a fitted effect of over 35% in size
#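 ERSR induction read as luciferase luminescence (Bright-Glo, 10 min at room temperature) in stably transfected human U87-MG glioma cells exposed to compounds for 16 h, using GRP78 as sensor.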
# Vif-APOBEC3F blk – Vif-A3F binding inhibition. HeLa A3F-eYFP + Vif (tagged APOBEC3F with the HIV-1 protein that degrades it), YFP fluorescence increase. Potency, µM (titrated, usually from 46.1 µM), without a hit: at the top dose activity, negative = active. 390,000 compounds, 0.2% hits. AID 602313; further: potency means the concentration at half of the fitted maximal effect; % of control where 0% means no effect; nearly all actives have a fitted effect of over 65% in size
#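 Fluorescence increase (Ex 488/Em 500-530) after overnight compound treatment at 37 deg C flags inhibition of Vif-driven A3F-eYFP loss in stable HeLa A3F-eYFP/Vif cells seeded overnight beforehand.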
# D1 antag – human D1 dopamine receptor antagonism. P21728. HEK293 TREx D1 cells, calcium flux, dopamine EC80; active compounds read low. activity change, negative = inhibition, % at 10 µM. 360,000 compounds, 3.2% hits; in the data active means activity change below about -30%; further: on the % scale 0 is the no-effect control and ±100 the full control effect
#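 Inducible Hek293 Trex D1 cells (tetracycline, overnight, 30 C). Calcium dye 30–90 min RT. Antagonist mode: EC80 dopamine added after 180 s compound read.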
# An asterisk follows results filed as active; ? = inconclusive; . = no result given; & = joins results of further samples. Unless noted, the call rests on the fitted dose curve; in most records, active means well fitted curve in the direction sought with a large enough effect; inconclusive means small, poorly fitted or top-dose-only effect, or another doubt; inactive means no such curve, though single readings can be large; an effect the other way counts as inactive or inconclusive. The list is partial; rates above refer to the full screens.
SMILES,Vif-A3G inh,LDHA inh,D2 PAM,D1 ag,RXFP1 ag,D1 PAM,GRP78 ERSR act,Vif-APOBEC3F blk,D1 antag
COc1ccc(N(CC(=O)NN=C2CCCC2)S(=O)(=O)c2ccccc2)cc1Cl,5%,-4,6,3,0.4%,-7,-4%,-22%,-1
Cc1ccc(C)c(Cn2c3ccccc3c3cnn(CC(=O)NCCN4CCOCC4)c(=O)c32)c1,6%,-1,-3,2,3.5%,-7,-3%,-3%,27
Cc1cc(C(=O)N2CCCC(N3CCN(c4cccc(Cl)c4)CC3)C2)no1 (configuration not stated),1%,-10,-9,0,0.9%,12,1%,1%,10
CC(C)(C)N(NC(=O)Nc1ccc(F)cc1)C(=O)c1ccccc1,-1%,-5,.,5,0.8%,3,-5%,2%,14
O=C(Nc1c(-c2ccccc2)nc2c(Br)cc(Br)cn12)c1ccco1,1%,-16,-8,0,25%,-3,-2%,2%,9
CC(C)c1onc(C(=O)N2CCN(C(c3ccccc3)c3ccccc3)CC2)c1[N+](=O)[O-],0%,-1,6,-3,-1.7%,-3,-3%,-4%,-12
Cc1c(CC(=O)N2CCC(C(N)=O)CC2)c(=O)oc2cc3c(cc12)CCC1(CCCCC1)O3,1%,-2,4,2,5.7%,-2,1%,1%,-6
CCOC(=O)c1cc(-c2ccco2)nn1-c1ccc(C)cc1,1%,2,1,1,-1.3%,-5,0%,9%,1
Cc1ccc(NC(=S)NCc2ccccc2Cl)c(C)c1,0%,3,-12,9,-1.7%,-8,-2%,-1%,-39*
O=C(CN1CCN(S(=O)(=O)c2ccccc2[N+](=O)[O-])CC1)NC(=O)NCc1ccco1,4%,-7,-3,1,0.6%,-9,-5%,-9%,9
CCOc1ccc(NC(=O)C(=O)N/N=C/c2cccnc2)cc1,0%,1,6,1,0.0%,-3,-3%,0%,0
O=C1CN(C(=O)c2ccc3nc(Cc4cccc(Cl)c4)oc3c2)CCN1,-2%,-2,12,1,3.7%,-6,-2%,-6%,-6
CC1CCN(C(=O)CN2C(=O)c3cccc4cccc(c34)C2=O)CC1,1%,-1,0,3,-1.4%,-6,-2%,12%,4
O=C(NCC1CCCN(Cc2cccc(C(F)(F)F)c2)C1)c1ccc(F)cc1 (configuration not stated),3%,-5,-19,8,1.5%,0,-3%,-2%,4
COc1ccc(S(=O)(=O)N2CCCCC2)cc1NC(=O)c1ccc(C)cc1,2%,-8,-4,2,8.1%,0,?,-2%,-2
COC(=O)c1cc2sccc2n1Cc1c(C)cc(C)cc1C,-2%,-7,0,0,-2.0%,4,-3%,-4%,19
CCOc1ccc(NC(=O)C2CCN(S(=O)(=O)c3ccc4c(c3)CC(C)N4C(C)=O)CC2)cc1 (configuration not stated),5%,-3,14,2,0.9%,-4,-3%,-4%,10
CCc1noc(C)c1C(=O)N1CCN(S(=O)(=O)c2ccc(Cl)cc2)CC1,0%,-7,2,2,2.1%,.,0%,1%,0
Cc1ccc(CN2CCC(n3nccc3NC(=O)C3CCOC3)CC2)cc1C (configuration not stated),-4%,5,1,1,1.6%,0,-7%,-17%,-7
COCCN(C(=O)c1ccco1)c1nc(-c2ccc(OC)cc2)cs1,1%,1,.,.,.,.,0%,-1%,.
COc1ccc(CC(=O)NCc2ccc3c(c2)OCO3)cc1,-9%,-6,-6,2,1.7%,-7,0%,2%,-18
COc1ccccc1C(=O)Nc1ccc(-c2nc3ccccc3s2)c(C)c1,1%,-3,13,2,7.3%,-1,-1%,3%,-1
CCC(c1n[nH]c(=S)n1-c1ccccc1)N(C)C (configuration not stated),-1%,-11,1,1,-0.3%,-7,1%,-12%,-1
CCCCCCCC(=O)NNC(=O)c1ccc(F)cc1,1%,-10,-6,0,-0.8%,1,-4%,-1%,-5
Cc1ccc2c(c1)N(C(=O)N1CCC(C(=O)NCCc3ccc(Cl)cc3)CC1)CC(C)O2 (configuration not stated),0%,-3,6,2,1.7%,1,-3%,-1%,3

# Reformatted as tab-separated lines: part of the list above.
SMILES	Vif-A3G inh	LDHA inh	D2 PAM	D1 ag	RXFP1 ag	D1 PAM	GRP78 ERSR act	Vif-APOBEC3F blk	D1 antag
CCc1noc(C)c1C(=O)N1CCN(S(=O)(=O)c2ccc(Cl)cc2)CC1	0%	-7	2	2	2.1%	.	0%	1%	0
Cc1ccc(CN2CCC(n3nccc3NC(=O)C3CCOC3)CC2)cc1C (configuration not stated)	-4%	5	1	1	1.6%	0	-7%	-17%	-7

# Going on with the list.
SMILES,Vif-A3G inh,LDHA inh,D2 PAM,D1 ag,RXFP1 ag,D1 PAM,GRP78 ERSR act,Vif-APOBEC3F blk,D1 antag
CC(C)Cn1cc(F)c(=O)n(CC(C)C)c1=O,-2%,0,.,-1,-0.1%,0,-2%,-3%,9
Cc1ccc(NC(=S)NC2CCSc3ccccc32)cc1 (configuration not stated),-4%,-7,2,23,1.0%,-6,0%,?,-38*
Cc1ccc(S(=O)(=O)N2CCCC2C(=O)NCCc2ccccc2)cc1 (configuration not stated),4%,-2,2,3,-0.9%,1,-4%,?,10
Cc1ccc2c(=O)cc(C(=O)Nc3c(C(=O)c4ccccc4)oc4ccccc34)oc2c1C,0%,-10,6,-1,0.0%,-1,-4%,-2%,-3
O=C(CSc1nc(N2CCCCC2)nc(N2CCCCC2)n1)N1CCN(c2ccccc2)CC1,-1%,-1,7,2,0.8%,5,-2%,-14%,4
CCCC(=O)NNC(=O)CCC(=O)Nc1ccccc1Cl,7%,-7,1,1,0.1%,13,-2%,1%,16
O=C(Nc1ccc(N2CCOCC2)cc1)c1ccc2ncsc2c1,1%,-2,.,.,.,.,-7%,-18%,.
CC1(OC(=O)C2CCCC2)C(=O)C=C2C=C(c3ccsc3)N(C3CC3)C=C2C1=O (configuration not stated),2%,15,6,2,0.0%,-4,-3%,2%,2
CCCC(=O)N1CCN(S(=O)(=O)c2cc(Cl)ccc2OC)CC1,-8%,0,9,2,4.3%,-2,-2%,-12%,-23
CN1CCN(CC(=O)C23CC4CC(CC(C4)C2)C3)CC1,2%,-2,9,2,-1.0%,-1,-1%,1%,8
C/C(CC(=O)Nc1ccc(N(C)C)cc1)=N\NC(=O)c1ccc([N+](=O)[O-])cc1,1%,2,5,0,-3.2%,-13,4%,-2%,-8
O=C(/C=C/c1ccco1)NCCc1ccccc1,1%,-5,-6,-3,-1.2%,4,2%,3%,1
CCOc1ccccc1NC(=O)COc1cccnc1[N+](=O)[O-],-2%,2,.,.,.,.,-2%,5%,.
Cc1nnsc1C(=O)NCc1c(F)cccc1Cl,1%,-9,11,3,-1.2%,0,-2%,26%,10
COc1ccc(/C=C/C(=O)OCC(=O)NCc2ccco2)cc1OC,-5%,-1,5,0,1.5%,-4,-3%,-14%,-28
COC(=O)c1cc2c(n(-c3ccccc3)c1=O)CCCC2=O,2%,-9,.,.,.,.,-2%,2%,.
COc1cccc(N2CCN(C(=O)c3ccc(CS(=O)c4ccccc4Cl)o3)CC2)c1 (configuration not stated),-33%,3,7,1,1.0%,0,-5%,-11%,5
Cc1ccc(Sc2ccc(NC(=O)CCl)cc2)c(C)c1,-9%,0,-1,16,-1.3%,-7,?,3%,-73*
COc1ccccc1NS(=O)(=O)c1cc(NC(=O)Nc2ccc(Cl)cc2Cl)ccc1N1CCCCC1,4%,-5,-6,3,1.5%,1,-4%,-6%,-4
COc1ccccc1CNC(=O)CCN1C(=O)c2ccccc2C1=O,3%,-5,0,2,1.1%,-3,-5%,-1%,-3
CC(C)CN(c1ccccc1)S(=O)(=O)c1nnc(NC(=O)c2ccco2)s1,-1%&1%,-5&-6,5&5,1&1,?,0&1,-4%&-3%,2%&0%,4&-1
COCCNC(=O)c1ccccc1NC(=O)c1cccc([N+](=O)[O-])c1C,-7%,-5,2,3,1.0%,3,-3%,2%,10
O=C(NCc1ccccc1Cl)c1ccccc1CCc1ccccc1,-5%,-1,10,18,-1.8%,0,-2%,0%,-20
Cc1ccc2c(c1)CCCN2C(=O)C1CCCO1 (configuration not stated),1%,-1,0,6,1.6%,6,-4%,4%,-16
CCOC(=O)COn1c(=O)c(-c2cc3ccccc3o2)[n+]([O-])c2ccccc21,-5%,-8,-2,8,1.0%,-2,6%,-19%,19
SMILES,Vif-A3G inh,LDHA inh,D2 PAM,D1 ag,RXFP1 ag,D1 PAM,GRP78 ERSR act,Vif-APOBEC3F blk,D1 antag
O=C(CCNC(=O)c1ccc(Cl)cc1)NNC(=O)c1ccc(F)cc1,0%,-4,8,5,1.0%,-3,-3%,4%,-16
O=C(NCc1ccccc1)C(c1ccc(F)cc1)N(C(=O)c1csnn1)C1CC1 (configuration not stated),0%,-13,-3,-4,-1.4%,-1,-4%,4%,-3
CC(C)CNC(=S)N1CCC(Cc2ccccc2)CC1,2%,-1,0,1,0.0%,-3,-8%,-2%,-36*
Cc1ccc(C(CNS(=O)(=O)c2ccc(F)cc2)N2CCN(C)CC2)cc1 (configuration not stated),0%,-1,-14,8,0.1%,-6,-4%,0%,-15
Nc1nc(SCC(=O)Nc2cccc(F)c2)n[nH]1,0%,-10,.,.,.,.,-4%,1%,.
CCCCSC1(SCCCC)N=C(N)C2(C#N)C(c3ccccc3)NC(C)=C(C)C12C#N (configuration not stated),0%,-1,-6,1,0.2%,-9,-5%,-8%,3
CCc1ccc(C2=NNC(=Nc3cccc(S(=O)(=O)N(C)C)c3)SC2)cc1,-11%,-9,16,1,-0.8%,-6,-2%,1%,-21
NS(=O)(=O)c1ccc(CCNC(=O)CSc2nc3ccccc3c(=O)n2CCC(=O)N2CCCCC2)cc1,4%,-7,-2,2,2.7%,-3,-5%,5%,8
CCNC(=O)N1CCN(C(=O)NCC)CC1,8%,-2,3,-1,-1.6%,6,-5%,19%,4
C=CC[C@@H](CC(=O)NCCO)C(=O)N[C@@H](COC(=O)[C@@H](CC=C)Cc1ccc(F)cc1)Cc1c[nH]c2ccccc12,-17%,2,.,.,.,.,-2%,14%,.
COc1ccccc1NC(=O)C(C)OC(=O)Cc1n[nH]c(=O)c2ccccc12 (configuration not stated),-3%,-3,0,1,-0.2%,-1,-2%,-11%,-9
O=C(Nc1ccccc1F)C(Cc1ccccc1)N1Cc2ccccc2C1=O (configuration not stated),2%,1,2,0,-0.6%,-1,-2%,-9%,7

# Assay outcomes as filed in PubChem BioAssay.
